# EP2 antag: inhibitors of human EP2 prostaglandin E2 receptor; P43116; AID 1422; 260,000 compounds, 0.52% hits; C6 glioma cells expressing human EP2, cAMP TR-FRET; cells stimulated with saturating PGE2; inhibition, % at 25 µM;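 active = percent inhibition above 40 after rounding to a whole number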;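 note: rat C6 glioma host cells with rolipram phosphodiesterase inhibitor present; the protocol text gives 20 µM as final concentration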
# Target sequence (P43116 whole entry, looked up): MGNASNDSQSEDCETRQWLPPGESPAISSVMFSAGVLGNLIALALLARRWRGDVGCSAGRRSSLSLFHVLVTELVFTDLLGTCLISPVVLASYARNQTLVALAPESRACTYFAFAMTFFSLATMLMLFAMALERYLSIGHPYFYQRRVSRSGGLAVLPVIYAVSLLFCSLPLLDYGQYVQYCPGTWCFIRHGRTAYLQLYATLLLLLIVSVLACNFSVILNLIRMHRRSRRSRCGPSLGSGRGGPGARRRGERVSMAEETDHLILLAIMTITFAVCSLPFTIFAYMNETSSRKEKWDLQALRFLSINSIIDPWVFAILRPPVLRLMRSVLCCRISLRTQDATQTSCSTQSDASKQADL
# Starred values were filed as active, the others as inactive. This is a subset; count on the stated rates, not on these rows.
SMILES,EP2 antag
COc1ccc(C2CC(=O)C3=C(C2)NC(C)=C(C(=O)OC(C)C)C3c2cccs2)cc1OC (configuration not stated),12
CCc1ccccc1NC(=O)CCN1C(=O)/C(=C/c2cc(OC)c(OC)c(OC)c2)SC1=S,13
COc1ccc(C)cc1S(=O)(=O)N1CCCC1,10
CCC(=O)Nc1ccc(NC(=O)c2ncoc2-c2cccs2)cc1C,6
COc1ccccc1C1(NC(=O)C2CC(=O)N(Cc3ccccc3)C2)CCCC1 (configuration not stated),6
CN(C)c1ncc(CN(Cc2ccccc2F)C2CC(C)(C)NC(C)(C)C2)cn1,4
CCn1c(SCC(=O)N2CCCc3ccccc32)nnc1-c1ccccc1Br,13
COc1ccc2c(c1)N(CCCS(=O)(=O)[O-])/C(=C/c1cccc[n+]1C)S2,12
CCOc1ccc(-c2c(C)sc3ncn(CC(=O)Nc4ccccc4OC)c(=O)c23)cc1,6
Clc1ccc2nsnc2c1NC1=NCCN1,13
Cc1[nH]ncc1C(=O)N1CCn2c(nc(-c3ccc(N(C)C)cc3)c2NC(C)(C)C)C1,5
CCN1C=CC(=C(C=C2C=CC(=O)C=C2)CS(=O)(=O)O)C=C1,14
CCOc1cc2c(cc1CN(Cc1ccc3c(c1)OCO3)CC(C)O)CCC2 (configuration not stated),7
CC(C)n1c(=O)n(CC(=O)NC2CC2)c2cccnc21,6
COCCn1c(N2CCN(CCO)CC2)nc2c1c(=O)[nH]c(=O)n2C,6
CCCC(c1nnnn1C(C)(C)C)N(Cc1ccc(F)cc1)Cc1cc2ccc(C)cc2[nH]c1=O (configuration not stated),13
COc1ccc(-c2cc(C(F)(F)F)nc(SCCC(=O)Nc3ccc(OC)cc3OC)n2)cc1,11
COc1ccc(CCn2nnnc2CN2CCN(c3cccc(C)c3C)CC2)cc1OC,8
COCCNC(=O)CSc1nc(-c2cccs2)cc(C(F)(F)F)n1,11
CCC(c1nnnn1C(C)(C)CC)N(Cc1cccs1)Cc1cc2ccc(C)c(C)c2[nH]c1=O (configuration not stated),17
CC(=O)Nc1ccc(CN(Cc2ccc(C)o2)C2CC(C)(C)NC(C)(C)C2)cc1,6
CCCC(=O)Nc1sc(C(=O)Nc2ccc(Cl)cc2)c(C)c1C(=O)OC,4
CC(C)(Oc1ccc(Cl)cc1)C(=O)Nc1ncc([N+](=O)[O-])s1,7
CCN1CCCC1CN(Cc1cc2cccc(C)c2[nH]c1=O)C(=O)Nc1ccccc1OC (configuration not stated),13
COCCn1nnnc1C(c1cc2cc(OC)c(OC)cc2[nH]c1=O)N1CCc2ccccc21 (configuration not stated),9
CCOC(=O)C1=C(CCc2ccccc2)NC(=O)NC1c1ccc(C#N)cc1 (configuration not stated),20
COc1cc2c(cc1O)CCN(Cc1ccnc(N3CCCC3)n1)C2C (configuration not stated),5
COCCn1c(SCC(=O)Nc2ccc(OC)cc2)nnc1-c1ccncc1,8
O=C(CSc1nc2ccccc2c(=O)[nH]1)c1ccc(Cl)c(Cl)c1,8
CC1SC(=Nc2ccc(Cl)cc2)NC1=O (configuration not stated),13
CNC(=S)N(CCc1ccccc1C)Cc1cc2cc3c(cc2[nH]c1=O)OCO3,26
CCC(c1nnnn1CCOC)N(CCCO)Cc1cc2cc(C)c(C)cc2[nH]c1=O (configuration not stated),8
CCCN1C[C@H](NC(=O)c2cc(C)no2)[C@@H](c2ccc(OC)cc2)C1,2
Cc1ccc2[nH]c(=O)c(CN(Cc3cccs3)S(=O)(=O)c3cccc4nsnc34)cc2c1,6
COc1ccc(-c2nnc(SCC(=O)N3CCC(C)CC3)n2-c2ccccc2)cc1OC,9
Cc1cc2oc(C(=O)NCc3nc(-c4ccccc4)no3)cc(=O)c2cc1C,6
CCc1ccc2[nH]c(=O)c(CN(Cc3cccnc3)C(c3nnnn3C3CCCCC3)C(C)C)cc2c1 (configuration not stated),12
COc1ccc(NC(=O)c2cn3ccc(C)cc3n2)cc1,8
Cc1ccc(CN(Cc2ncc[nH]2)C2CC(C)(C)NC(C)(C)C2)o1,8
O=C(C1CCCO1)N1CCN(c2c3c(nc4cc(-c5cccc(F)c5)nn24)CCC3)CC1 (configuration not stated),17
COc1ccc2cc(CN(Cc3nnnn3C3CCCCC3)C3CCCCC3)c(=O)[nH]c2c1,6
COc1cccc(-n2cnc3sc(-c4ccccc4)cc3c2=O)c1,12
O=C(COc1cccc2ccccc12)N1CCc2ccccc21,12
CCC1Oc2nc3ccccc3cc2CN(Cc2ccc3c(c2)OCO3)C1=O (configuration not stated),2
CCC(c1nnnn1CCc1ccccc1)N(Cc1cc2ccc(C)cc2[nH]c1=O)C1CCCCC1 (configuration not stated),12
COc1c(C)cc(S(=O)(=O)N2CC(C)OC(C)C2)c(C)c1C (configuration not stated),9
CC(=O)N1CCN(Cn2nc3c4ccccc4ncn3c2=O)CC1,1
COc1ccc(OC)c(NC(=O)CSc2nc(-c3ccc(F)cc3)nc3ccc(F)cc23)c1,6
C=CCn1c(SCC(=O)Nc2cc(C)ccc2C)nc2sc(C)c(C)c2c1=O,6
Cc1ccccc1C1(O)CCN(C(=O)COc2ncnc3ccccc23)CC1,4
Cc1ccc2[nH]c(=O)c(CC3CC(c4ccccc4)=NN3C(=O)CCC(=O)O)cc2c1 (configuration not stated),5
O=C(NC1CC1)C1Nc2ccc(OC(F)(F)F)cc2C2C=CCC12 (configuration not stated),14
COC(C[C@@H](O)C[C@@H](O)[C@H](C)OCc1ccccc1)OC,12
COc1ccc(OC)c(NC(=O)Cn2nc(-c3ccco3)cc(N)c2=O)c1,5
NC(=O)N1CCCC1=O,8
Cc1cc2n(n1)C(c1ccc(O)cc1O)Nc1ccccc1-2 (configuration not stated),10
COc1ccc(Cn2nnnc2CN(Cc2cccnc2)Cc2cc3cccc(C)c3[nH]c2=O)cc1,23
COc1ccc(N=c2oc3c(OC)cccc3cc2C(=O)Nc2nccs2)c(OC)c1,6
CCOc1ccc(CNc2nc3ccccc3n2C)cc1,5
CN1CCc2nc3sc(C(=O)Nc4ccc(F)cc4)c(N)c3cc2C1,25

# A run of entries from the list above, for reference:
SMILES,EP2 antag
COC(C[C@@H](O)C[C@@H](O)[C@H](C)OCc1ccccc1)OC,12
COc1ccc(OC)c(NC(=O)Cn2nc(-c3ccco3)cc(N)c2=O)c1,5

# Next section.
SMILES,EP2 antag
CC(NC(=O)Cc1cccc(F)c1)c1nc2cccnc2n1C(C)C (configuration not stated),4
C=CCn1c(SCC(=O)OCC)nc2sc3c(c2c1=O)CC(C)(C)OC3,4
Cc1cc(S(=O)(=O)NCCC2=CCCCC2)ccc1-n1cnnn1,9
Cn1c(N2CCC(C(=O)NC3CCN(Cc4ccccc4)CC3)CC2)nc2ccccc21,2
CCCC(C)C(=O)Nc1nnc(C(C)C)s1 (configuration not stated),11
CCc1ccc2nc3sc(C(=O)OC)c(N)c3cc2c1,12
COc1ccc(CN(Cc2cnn(C)c2)CC2CCCO2)c(OC)c1 (configuration not stated),9
Cc1cc(S(=O)(=O)N2CCCCC2)ccc1-n1cnnn1,5
CCC(Sc1nc(C)c(C)c(=O)[nH]1)C(=O)O (configuration not stated),7
CN(C)CCNc1ccccn1,13
CCOc1ccc(Nc2c(C)c(C)nc3ncnn23)cc1,21
CCc1c(C)sc2ncn(C3CCN(C(=O)c4ccn[nH]4)CC3)c(=O)c12,8
CCC(=O)/C=C/n1c(=S)oc2ccccc21,18
CC(C)(C)C1=NNC(=O)c2cc3sccc3n2C1,8
COc1cc(C(=O)NN(CCC#N)C2=NS(=O)(=O)c3ccccc32)cc(OC)c1OC,9
CC[C@H](Cn1nnn(-c2ccccc2)c1=O)NC(=O)c1cnccn1,9
Cc1nc(N2CCN(CC(=O)N3CCCCC3)CC2)[nH]c(=O)c1C,10
CCOc1ccccc1NC(=S)NC1CC2CCCC(C1)N2C1CC1 (configuration not stated),15
CC(=O)c1ccc(S(=O)(=O)N(CCCO)Cc2cc3c(C)cc(C)cc3[nH]c2=O)cc1,10
CCc1ccc2[nH]c(=O)c(CN(CCN(CC)CC)C(=O)Nc3ccc(F)cc3)cc2c1,11
O=C(/C=C/c1ccco1)Nc1nccs1,14
O=C(NCc1ccccc1)N1CCCC1c1nc(-c2ccncc2)n[nH]1 (configuration not stated),4
O=c1[nH]cnc2c1nnn2Cc1ccccc1F,11
N#Cc1ccc(NC(=O)CSc2nc(-c3ccco3)cc(C(F)(F)F)n2)cc1,11
COc1ccc(C2=CC(=O)CCC2)cc1,6
O=C(NCc1cccc(Br)c1)C1CC(c2ccc(C(F)(F)F)cc2)=NO1 (configuration not stated),2
CCOC(=O)c1cnc2ccc(F)cc2c1NCc1cccnc1,12
COc1ccc(C(C(=O)NC2CCCC2)N(C(=O)c2ccco2)c2ccc(OC)cc2)cc1 (configuration not stated),11
Cc1nn(C)cc1S(=O)(=O)Nc1ncccc1OCc1ccccc1,3
CCC(OC(=O)c1cc2occc2n1C)C(=O)NCc1ccc2c(c1)OCO2 (configuration not stated),17
COc1cccc(C(=O)Nc2ccc3c(c2)OCCO3)c1OC,9
O=C1NC(c2ccc(F)cc2)C(C(=O)c2ccco2)=C1O (configuration not stated),13
COc1ccccc1NC(=O)c1sc2ncn(CC(=O)Nc3ccccc3)c(=O)c2c1C,12
CC1CCCCN1c1ccc(NC(=O)c2ncoc2-c2ccc(F)cc2)cc1C(N)=O (configuration not stated),7
COc1ccccc1NC(=O)c1sc2ncn(Cc3cccc(Cl)c3)c(=O)c2c1C,8
CCc1ccccc1N(CC(=O)NCc1ccco1)C(=O)CCC(=O)Nc1ccccn1,10
NC(=O)C1CCN(C(=O)CN(C2CCCCC2)S(=O)(=O)c2ccc(F)cc2)CC1,9
O=C(NCCN1CCC(O)(c2ccc(F)cc2)CC1)c1ccccc1F,5
COc1cccc(/C(O)=C2/C(=O)C(=O)N(CCCN(C)C)C2c2cccnc2)c1 (configuration not stated),9
O=C(O)c1cccc(Nc2nc(-c3ccc(O)c(O)c3)cs2)c1,11
COc1ccc(C(O)CN2CCC3(CC2)CC(O)c2cc(C)ccc2O3)cc1OC (configuration not stated),11
O=C(NC1(c2ccc3c(c2)OCO3)CCCC1)c1n[nH]c2c1CCCC2,4
CCN1C(=O)N[C@@H](CCc2ccccc2)[C@H](C(C)=O)[C@H]1C,12
O=C1CC[C@@H](NCc2ccc(Sc3ncccn3)o2)[C@H](c2cc(F)cc(F)c2)N1,5
CCN(C(=O)C1CCCCC1)c1nc(-c2ccc(OC)cc2)cs1,14
Cc1cccc(NC(=O)CSc2nc3c(C)ccc(C)c3cc2C#N)c1,4
COc1cc(C(=O)NCCNc2nc(C)nc3sc4c(c23)CCCC4)cc(OC)c1OC,10
CCOC(=O)c1cc2sccc2n1CC(=O)Nc1cc(Cl)ccc1OC,8
CC1CCCN(C(c2cccc(C(F)(F)F)c2)c2nnnn2C2CCCC2)C1 (configuration not stated),10
CCN(CC)C(=O)CSc1nnc2c3cc(Br)ccc3n(C)c2n1,9
O=c1[nH]c(O)c(/C=C2/C=CC(c3ccc(Cl)cc3Cl)=N2)c(=O)[nH]1,1
Cc1ccc(C)c2nc(SCC(=O)Nc3ccccc3Cl)c(C#N)cc12,10
O=C1NC2(CCN(C(=O)C3CC(=O)N(c4ccccc4F)C3)CC2)Nc2ccccc21 (configuration not stated),8
COc1ccc(S(=O)(=O)N2CCN(S(=O)(=O)c3ccccc3Br)CC2)cc1,11
CCn1c(SCC(=O)Nc2ccc(NC(=O)c3cccc(F)c3)cc2)nnc1-c1cccnc1,13
CCCC(c1nnnn1CC1CCCO1)N(Cc1cc2cc(C)c(C)cc2[nH]c1=O)C1CCCC1 (configuration not stated),12
N[C@H](C(=O)O)[C@H](N)C(=O)O,13
O=C(CC1CCCCC1)Nc1ccc(Cl)cn1,6
O=C(c1ccco1)N1CCC(O)(c2cccc(F)c2)CC1,3
O=C(Nc1nc(-c2ccc3c(c2)CCN3C(=O)C2CCCCC2)cs1)C1CCC1,10
# Further structures follow:
SMILES,EP2 antag
COc1cccc(C(NC(=O)c2cccnc2C)c2nccn2C)c1OC (configuration not stated),11
CC(O)CNc1ncnc2scc(-c3ccccc3)c12 (configuration not stated),4
O=S1(=O)N=C(Nc2cccc(F)c2)c2ccccc21,20
CC(C)N1CC23C=CC(O2)C(C(=O)NC2(c4cccc(F)c4)CCCC2)C3C1=O (configuration not stated),6
CCOc1ccc(C(=O)N2CCCC(c3noc(-c4ccccn4)n3)C2)cc1 (configuration not stated),9
C=CCN1C(=O)/C(=c2/s/c(=C3/Sc4ccc(OC)cc4N3C)c(=O)n2C)SC1=S,9
COc1ccc(CN2CCC(O)(c3ccccc3F)CC2)cc1Cn1nc(C)cc1C,5

# Grouped by structure, the compounds so far containing an aryl thioether with sulfur outside any ring
SMILES,EP2 antag
CCn1c(SCC(=O)N2CCCc3ccccc32)nnc1-c1ccccc1Br,13
COc1ccc(-c2cc(C(F)(F)F)nc(SCCC(=O)Nc3ccc(OC)cc3OC)n2)cc1,11
COCCNC(=O)CSc1nc(-c2cccs2)cc(C(F)(F)F)n1,11
COCCn1c(SCC(=O)Nc2ccc(OC)cc2)nnc1-c1ccncc1,8
O=C(CSc1nc2ccccc2c(=O)[nH]1)c1ccc(Cl)c(Cl)c1,8
COc1ccc(-c2nnc(SCC(=O)N3CCC(C)CC3)n2-c2ccccc2)cc1OC,9
COc1ccc(OC)c(NC(=O)CSc2nc(-c3ccc(F)cc3)nc3ccc(F)cc23)c1,6
C=CCn1c(SCC(=O)Nc2cc(C)ccc2C)nc2sc(C)c(C)c2c1=O,6
C=CCn1c(SCC(=O)OCC)nc2sc3c(c2c1=O)CC(C)(C)OC3,4
CCC(Sc1nc(C)c(C)c(=O)[nH]1)C(=O)O (configuration not stated),7
N#Cc1ccc(NC(=O)CSc2nc(-c3ccco3)cc(C(F)(F)F)n2)cc1,11
O=C1CC[C@@H](NCc2ccc(Sc3ncccn3)o2)[C@H](c2cc(F)cc(F)c2)N1,5
Cc1cccc(NC(=O)CSc2nc3c(C)ccc(C)c3cc2C#N)c1,4
CCN(CC)C(=O)CSc1nnc2c3cc(Br)ccc3n(C)c2n1,9
Cc1ccc(C)c2nc(SCC(=O)Nc3ccccc3Cl)c(C#N)cc12,10
CCn1c(SCC(=O)Nc2ccc(NC(=O)c3cccc(F)c3)cc2)nnc1-c1cccnc1,13

# Screens from PubChem BioAssay.
